# LMPTP inh – LMPTP phosphatase inhibitors, primary screen, biochemical, fluorescence intensity, uHTS; recombinant LMPTP-A, OMFP fluorogenic substrate; inhibition, % at 20 µM; 360,000 compounds, 0.22% hits; AID 651560, 2012;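 active means compounds that cut the enzyme signal by at least half of the control window in the single-dose screen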;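 further: plate controls were DMSO wells with enzyme plus substrate for no effect and substrate without enzyme for full effect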
# Target sequence (P24666 whole entry, looked up): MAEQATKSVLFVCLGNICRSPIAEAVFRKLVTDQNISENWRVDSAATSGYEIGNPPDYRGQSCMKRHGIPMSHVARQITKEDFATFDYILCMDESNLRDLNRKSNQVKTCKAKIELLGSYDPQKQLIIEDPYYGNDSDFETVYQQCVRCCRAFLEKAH
#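 material = LMPTP-A | quantity = 0.625 nM enzyme | reagent = OMFP substrate, 400 µM final | buffer or medium = Bis-Tris pH 6.0, DTT, detergent | detection = endpoint fluorescence intensity from OMFP dephosphorylation | dosing = single 20 µM dose | read-out basis = % inhibition relative to no-enzyme and uninhibited control wells | control set = no-enzyme and uninhibited controls | timing = 50 min at room temperature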
# Tb MetRS inh – T. brucei MetRS inhibitors, primary screen, biochemical, luminescence; inhibition, % at 11.9 µM; purified T. brucei MetRS, ATP depletion, Kinase-Glo luminescence; methionyl-tRNA synthetase (Trypanosoma brucei brucei); 360,000 compounds, 0.4% hits; AID 624268, 2012;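 active means inhibition above a per-plate cutoff of the control wells' mean inhibition plus 3 SD, cut at about 5.5% in these data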;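 further: 0% = DMSO wells median and 100% = median of wells with control inhibitor compound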
#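 Assay system: T. brucei methionyl-tRNA synthetase, purified | Medium: HEPES buffer with MgCl2, KCl, DTT, spermine, BSA, pyrophosphatase | Compound: 11.9 µM single point | Incubation: 15 min enzyme-compound preincubation, 2 h reaction, 10 min detection, 25 °C | Measured by: Kinase-Glo luciferase luminescence reporting remaining unconsumed ATP | Measure: % inhibition normalized to control-well medians | Replication: Singlicate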
# SUMO1-SIM PPI – modulators of SUMO1 protein-protein interactions, primary screen, biochemical, uHTS | 360,000 compounds, 0.33% hits | SUMO1 binding to a labelled peptide, TR-FRET, 1 h | inhibition, % at 20 µM | AID 602429, 2012; in the data active means inhibition above about 37%
# Target sequence (P63165 whole entry, looked up): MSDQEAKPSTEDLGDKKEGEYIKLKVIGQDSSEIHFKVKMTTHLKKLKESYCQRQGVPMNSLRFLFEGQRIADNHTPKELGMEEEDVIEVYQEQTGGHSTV
# MsrA inh – bovine MsrA enzyme inhibitors, primary screen, biochemical, absorbance, HTS; purified bovine MsrA, absorbance read-out; inhibition, % at 15.5 µM; 360,000 compounds, 0.75% hits; in the data active means inhibition above about 4.5%;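 further: 0% = vehicle wells with enzyme and 100% = reference inhibitor wells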
# CSN deneddyl inh – inhibitors of CSN-mediated cullin deneddylation, primary screen, biochemical, fluorescence polarization, uHTS | Purified CSN, SCF-Nedd8-OG deneddylation | 360,000 compounds, 0.38% hits | inhibition, % at 12.5 µM;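 active means pattern-corrected inhibition above about 35%, with an unprinted fluorescence ratio check between 0.5 and 1.5, limit read from the data, passing the limit was not always enough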;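 further: 0% = enzyme with substrate and 100% = substrate without enzyme; some results filed as inactive read as strong as hits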
# Target sequence (Q92905 whole entry, looked up, one chain of several): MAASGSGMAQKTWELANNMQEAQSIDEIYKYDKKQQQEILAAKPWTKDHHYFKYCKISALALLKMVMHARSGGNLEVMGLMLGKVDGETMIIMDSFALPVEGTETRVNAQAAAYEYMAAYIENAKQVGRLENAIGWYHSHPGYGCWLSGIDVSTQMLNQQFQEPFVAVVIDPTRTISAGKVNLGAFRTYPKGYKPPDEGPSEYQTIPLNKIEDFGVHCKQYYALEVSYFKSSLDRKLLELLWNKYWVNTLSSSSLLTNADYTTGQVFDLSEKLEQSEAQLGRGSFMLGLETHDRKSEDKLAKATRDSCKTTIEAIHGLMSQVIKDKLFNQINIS
#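 test system = HEK293T-derived human Csn5 enzyme | amount = 0.24 nM Csn5 enzyme, final concentration | medium = Tris/NaCl/DTT buffer, pH 7.5 | schedule = 90 min reaction at room temperature | signal = FP | evaluation = inhibition of Csn5 cleavage, % | compound dosing = single dose of 12.5 µM compound with 0.25% DMSO | probe or stimulus = 10 nM SCFSkp2-Nedd8OG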
# NadD block – inhibitors of S. aureus NadD, primary screen, biochemical, colorimetric, uHTS | 360,000 compounds, 0.78% hits | purified NadD enzyme, colorimetric absorbance read-out | inhibition, % at 20 µM | Nicotinate-nucleotide adenylyltransferase NadD (Staphylococcus aureus N315) | AID 602399, 2012; in the data active means inhibition above about 26%; further: some compounds past the cut are filed as inactive
# STEP block – STEP phosphatase inhibitors, primary screen, biochemical, fluorescence intensity, uHTS. Tyrosine-protein phosphatase non-receptor type 5 (Homo sapiens), P54829. recombinant STEP, OMFP fluorogenic substrate. inhibition, % at 20 µM. 360,000 compounds, 0.25% hits. AID 588621, 2011;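 active means inhibition at 20 µM, scaled per plate between control wells, above about 37%, limit read from the data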;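 further: 0% = DMSO with enzyme and substrate and 100% = substrate only without enzyme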
#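 System: STEP (striatal-enriched tyrosine phosphatase) enzyme, cell-free; medium: Bis-Tris pH 6.0 buffer with DTT, detergent; dosing: 20 µM, 1% DMSO; times: reaction 20 min, ambient temperature; detection: fluorescence, 480/540 nm; read-out basis: normalized % inhibition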
# DNMT1 inh – human DNMT1 methyltransferase inhibitors, primary screen, biochemical, molecular beacon, fluorescence, HinP1I cleavage, uHTS. DNA (cytosine-5)-methyltransferase 1 (Homo sapiens), P26358. inhibition (reported as % activation of signal), % at 10 µM. 360,000 compounds, 0.83% hits; in the data active means inhibition above about 50%
# Rpn11 inh – Rpn11 (PSMD14) deubiquitinase inhibitors, primary screen, biochemical, fluorescence polarization, uHTS; 26S proteasome non-ATPase regulatory subunit 14 (Homo sapiens), O00487; human 26S proteasome, Ub4-pepOG fluorescence polarization; 20S core pre-blocked with epoxomicin; calls only at 20 µM; 360,000 compounds, 0.59% hits; AID 588493, 2011;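 active means inhibition at 20 µM, scaled to each plate's controls, above about 33%, limit read from the data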
# Scp1 inh – Scp-1 phosphatase inhibitors, primary screen, biochemical, colorimetric, uHTS. Recombinant Scp1, phosphopeptide, malachite green phosphate absorbance. inhibition, % at 20 µM. 340,000 compounds, 0.88% hits;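 active means inhibition above about 50% at 20 µM, limit read from the data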;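 further: plate controls were DMSO wells with enzyme for no effect and wells lacking enzyme for full effect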
# Target sequence (Q9GZU7 76-261 limits assumed): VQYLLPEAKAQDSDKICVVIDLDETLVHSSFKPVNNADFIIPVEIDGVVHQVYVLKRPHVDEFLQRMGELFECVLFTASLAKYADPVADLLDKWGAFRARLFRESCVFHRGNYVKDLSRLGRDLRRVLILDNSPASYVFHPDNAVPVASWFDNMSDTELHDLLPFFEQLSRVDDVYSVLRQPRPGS
#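 Times: enzyme reaction 45 min at room temperature, colour 5 min, stabilisation 30 min. Material: SCP-1 catalytic fragment, aa 76-261. Medium: Acidic Tris acetate buffer with magnesium and detergent. Signal: colorimetric free-phosphate detection, absorbance 630 nm. Read-out basis: % inhibition of SCP-1 phosphate liberation. Reagent: Phosphorylated 17-residue peptide substrate.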
# Numbers without * were called inactive; i = inactive; · = not tested or not shown.
SMILES,LMPTP inh,Tb MetRS inh,SUMO1-SIM PPI,MsrA inh,CSN deneddyl inh,NadD block,STEP block,DNMT1 inh,Rpn11 inh,Scp1 inh
CC(=O)c1ccccc1OC(=O)c1ccc(-c2ccccc2)cc1,2.2,0.2,2,1.3,2,-5,1,-4,i,-23
COc1cc2c(cc1OC)-c1cc(Nc3ccccc3)nc(=O)n1CC2,0.2,0.3,15,5.1*,0,1,2,-1,i,-9
CCOC(=O)c1cnc(-c2ccc(C(F)(F)F)cn2)[nH]c1=O,-1.5,0.2,-15,0.0,2,6,3,-2,i,-7
NC(=O)CN1C(=O)C(O)(CC(=O)/C=C\C=C\c2ccccc2)c2ccccc21 (stereo not drawn),-0.9,-0.8,-11,5.4*,-2,-1,1,4,i,-3
CCc1ccccc1NC(=O)Cn1nc(C)n2cccc2c1=O,-1.4,0.2,-6,-0.5,3,-8,-2,-1,i,0
COc1cccc(C(=O)Nc2c(C(N)=O)oc3ccccc23)c1,0.8,-0.1,-9,0.0,1,-8,-1,-9,i,-13
C=CCC1=C/C(=C\c2c(N)n3nc(CC(=O)N4CCOCC4)sc3nc2=O)C=C(OC)C1=O,1.0,0.3,-15,2.8,72*,18,1,-14,·,-8
Cc1ccccc1OCCn1cc(C(=O)C(=O)N2CCOCC2)c2ccccc21,0.0,-0.7,-6,1.7,6,-14,-3,-6,i,-8
COc1ccc(-c2cc(C(=O)Nc3cc(C)nn3-c3ccccc3)no2)cc1OC,-0.8,-0.1,-1,-0.4,2,-5,3,-4,i,-4
COc1ccc(S(=O)(=O)NC(C)C(=O)NCc2ccc3c(c2)OCO3)cc1OC (stereo not drawn),0.4,-0.6,1,-0.2,4,-13,-2,-1,i,-5
O=C(Nc1ncccn1)c1cccc(Cl)c1,-0.5,0.3,3,0.1,3,-3,-3,-1,i,-4
Cc1ccc(NCc2nnc(SCC(=O)NCCc3ccccc3)n2C)cc1,-0.2,-0.2,-2,·,-3,4,0,0,i,-11
CCn1cc(C(=O)OCC(=O)Nc2cccc(S(=O)(=O)N3CCOCC3)c2)c(=O)c2ccc(C)nc21,0.6,-2.0,3,1.2,0,3,-2,2,i,1
C[C@H]1CN([C@@H](C)CO)C(=O)CCCn2nncc2CO[C@@H]1CN(C)Cc1cccc2c1OCCCO2,-3.0,-1.7,-3,-0.2,6,-4,0,4,i,·
NNC(=O)CN1C(c2ccc(Cl)cc2)=Nc2ccc(Br)cc2C1c1ccccc1 (stereo not drawn),-0.8,1.2,0,0.6,-3,14,1,-2,i,7
Cc1cc(NC(=O)CSc2nc3c(c(=O)n2-c2ccc(Cl)cc2)SCC3)no1,-1.0,-0.6,-15,0.5,-3,0,-1,2,i,-4
COCc1ccc(CN2CCCC(C(=O)Nc3ccccc3-c3ccc(OC)cc3)C2)o1 (stereo not drawn),0.1,-0.3,5,0.3,0,0,-4,2,i,-1
Cc1cc(N2CCN(C(C(=O)NC3CCCC3)C(C)C)CC2)c2ccccc2n1 (stereo not drawn),14,-1.0,-9,2.6,-2,·,·,·,·,·
CC(C)Cn1c(=O)c2ccccc2n2c(CCC(=O)NC3CCN(Cc4ccccc4)CC3)nnc12,-1.1,-0.2,4,-0.4,-3,-16,-1,1,i,0
Cc1nnc(NC(=O)c2oc3ccccc3c2C)s1,-1.4,-0.3,-4,1.3,-6,-4,0,-2,i,-8
COc1ccc(CN(C)CCCn2cnc(C(=O)Nc3ccc(C)c(C)c3)n2)cc1OC,-0.8,-0.1,6,0.9,-2,-2,1,7,i,4
Fc1ccc(OCc2nc(-c3ccncc3)n[nH]2)cc1,-0.4,-0.4,1,0.1,-6,0,-3,2,i,-7
COc1ccccc1Nc1ccc2nonc2c1[N+](=O)[O-],-0.5,-1.6,-41,1.8,2,-4,-3,3,i,4
COC(=O)c1ccc(CNC(=O)c2ccc(S(=O)(=O)N3CCCCCC3)cc2)cc1,-2.1,-0.3,0,-0.8,1,-5,2,32,i,-15
COc1cccc(OCCCn2ccnc2)c1,-2.1,-0.3,-1,1.3,6,0,1,-5,i,17
COCCN(C(=O)CSc1nc2ccccc2o1)c1c(N)n(Cc2ccccc2)c(=O)[nH]c1=O,-0.4,0.4,1,1.5,1,0,2,5,i,-12
CCCNC(=O)C1(C)CCCN(Cc2cc(-c3ccccc3)nn2C)C1 (stereo not drawn),-0.9,-0.3,-3,-0.1,-3,0,-2,4,i,·
COc1ccc(N(CC(=O)NCc2ccccc2Cl)S(=O)(=O)c2c(C)noc2C)cc1,0.7,0.2,5,-1.6,-4,-23,1,-1,i,-11
N=c1ccn(Cc2ccccc2Cl)cc1,-0.8,0.0,0,-1.3,-4,-3,2,3,i,-7
O=C(c1ccc(Cl)cc1[N+](=O)[O-])N1CCOCC1,-0.3,0.0,-14,0.7,-18,9,0,0,i,-1
O=C(Nc1ccc(S(=O)(=O)Nc2nccs2)cc1)C1CC(=O)N(c2ccccc2)C1 (stereo not drawn),-0.4,0.9,9,·,-2,6,3,-4,i,-2
CCC(Oc1ccccc1)C(=O)OCC(=O)Nc1sccc1C(N)=O (stereo not drawn),2.1,-0.4,1,-1.5,5,-8,-2,-16,i,2
C=CCNC(=O)C1COc2ccccc2O1 (stereo not drawn),-0.8,-0.2,0,2.6,3,-6,0,2,i,-14
Cc1cc2oc3cc(NCCC4CCCN4C)ccc3c(=O)c2cc1C (stereo not drawn),-0.8,0.5,-28,-0.1,1,4,1,10,i,2
CN(CC(=O)Nc1ccc(Cl)c(C(F)(F)F)c1)C(=O)c1cccc(N2C(=O)CCC2=O)c1,0.5,0.1,3,-0.4,2,-1,0,9,i,-8
O=C1Nc2ccccc2C(=O)N2C[C@@H](O)C[C@H]12,-0.6,-0.4,5,-0.8,2,-5,-2,-1,i,-9
O=S1(=O)C[C@H](N2CCOCC2)[C@@H](COCc2ccccc2)N1,-1.7,-0.6,3,-0.3,3,-6,0,3,i,·
Cc1occc1C(=O)Nc1cnn(CCCC(=O)O)c1,-0.6,0.1,3,-0.2,0,3,0,0,i,-2
CCCn1c(N)c(N(CCOC)C(=O)c2c(CC)noc2C)c(=O)[nH]c1=O,-0.3,-0.2,-3,0.4,-4,2,1,-2,i,-7
CCC(=O)c1ccc(OCc2cn(CC(=O)c3ccc(O)cc3)nn2)cc1,0.8,-0.6,2,1.2,0,5,2,54*,i,-8
Cc1cc(NC(=O)CSc2nccn2C)no1,-1.5,-0.9,-2,-0.5,3,3,3,1,i,-7
O=C(CSc1nc2c(cnn2-c2ccccc2)c(=O)[nH]1)c1ccc(Cl)cc1,-1.3,-0.3,5,0.0,88*,37*,1,86*,i,-4
O=C(NCCN1CCNC1=O)C1CCC(=O)N(CCc2ccccc2)C1 (stereo not drawn),1.0,-0.2,0,-0.5,1,-6,0,1,i,-8
CCCCCC(=O)N1CCN(S(=O)(=O)c2ccc3c(c2)OCCCO3)CC1,0.9,-0.5,4,-0.4,2,-4,2,2,i,-2
O=C(CSc1nccn(-c2ccc3c(c2)OCCO3)c1=O)Nc1ccccc1,-0.1,0.2,-24,1.2,2,-7,0,0,i,-3

# Part of the list above, tab-delimited:
SMILES	LMPTP inh	Tb MetRS inh	SUMO1-SIM PPI	MsrA inh	CSN deneddyl inh	NadD block	STEP block	DNMT1 inh	Rpn11 inh	Scp1 inh
Cc1cc2oc3cc(NCCC4CCCN4C)ccc3c(=O)c2cc1C (stereo not drawn)	-0.8	0.5	-28	-0.1	1	4	1	10	i	2
CN(CC(=O)Nc1ccc(Cl)c(C(F)(F)F)c1)C(=O)c1cccc(N2C(=O)CCC2=O)c1	0.5	0.1	3	-0.4	2	-1	0	9	i	-8
O=C1Nc2ccccc2C(=O)N2C[C@@H](O)C[C@H]12	-0.6	-0.4	5	-0.8	2	-5	-2	-1	i	-9
O=S1(=O)C[C@H](N2CCOCC2)[C@@H](COCc2ccccc2)N1	-1.7	-0.6	3	-0.3	3	-6	0	3	i	·
Cc1occc1C(=O)Nc1cnn(CCCC(=O)O)c1	-0.6	0.1	3	-0.2	0	3	0	0	i	-2
CCCn1c(N)c(N(CCOC)C(=O)c2c(CC)noc2C)c(=O)[nH]c1=O	-0.3	-0.2	-3	0.4	-4	2	1	-2	i	-7
CCC(=O)c1ccc(OCc2cn(CC(=O)c3ccc(O)cc3)nn2)cc1	0.8	-0.6	2	1.2	0	5	2	54*	i	-8
Cc1cc(NC(=O)CSc2nccn2C)no1	-1.5	-0.9	-2	-0.5	3	3	3	1	i	-7
O=C(CSc1nc2c(cnn2-c2ccccc2)c(=O)[nH]1)c1ccc(Cl)cc1	-1.3	-0.3	5	0.0	88*	37*	1	86*	i	-4
O=C(NCCN1CCNC1=O)C1CCC(=O)N(CCc2ccccc2)C1 (stereo not drawn)	1.0	-0.2	0	-0.5	1	-6	0	1	i	-8
CCCCCC(=O)N1CCN(S(=O)(=O)c2ccc3c(c2)OCCCO3)CC1	0.9	-0.5	4	-0.4	2	-4	2	2	i	-2
O=C(CSc1nccn(-c2ccc3c(c2)OCCO3)c1=O)Nc1ccccc1	-0.1	0.2	-24	1.2	2	-7	0	0	i	-3
